High-throughput results (PubChem)
Pol kappa inh: blocks human DNA polymerase kappa activity; 400,000 compounds, 0.53% hits; purified Pol kappa, fluorescent DNA synthesis assay, 10 min; Potency, µM (highest dose often 107 µM), inactives show at the top dose activity, negative = inhibition, most hits filed as inhibitors; Q9UBT6; further: potency means the concentration at half of the fitted maximal effect; on the % scale 0 is the no-effect control and ±100 the full control effect
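Kinetic fluorescence readout at 0 and 10 min followed reaction start with substrate at 50 nM final. Beforehand, enzyme (10 nM Pol kappa) stood 15 min with compound at room temperature; buffer-only wells were negative controls.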
APE1 inh: APE1 (human) endonuclease inhibition. P27695. recombinant APE1, TAMRA/BHQ-2 abasic DNA cleavage fluorescence. 350,000 compounds, 0.35% hits. Potency, µM (highest dose often 65.8 µM), for the others: at the highest dose activity change, negative = inhibition, hits mostly inhibitors;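 further: potency means the concentration at half of the fitted maximal effect; plate controls were vehicle for no effect and reference inhibitor for full effect; nearly all actives have a fitted effect of over 55% in size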
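Endonuclease cleavage of a quenched abasic-site DNA duplex (50 nM) by APE1 (0.75 nM) was tracked by TAMRA dequenching. Compounds were preincubated with enzyme 15 min at room temperature; data normalized to buffer-only and DMSO wells plus NSC13755 control.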
ERG Ets-DNA blk: blocks human ERG Ets domain binding to DNA; P11308; fluorescence polarization, His-ERG Ets domain / labelled DNA; Potency, µM (series often up to 76.9 µM), for inactives: at the highest dose FP activity, negative = inhibition, actives largely listed as inhibitors; 370,000 compounds, 0.028% hits; active means well fitted inhibition curve with a large enough effect in the polarisation, with a control signal flat; inconclusive means small, poorly fitted or top-dose-only effect, or effect the other way, or a change in a side signal; inactive means no such curve, though single readings can be large or run the other way; the % refers to the polarisation;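 further: polarization taken with two DNA probes labelled with fluorescein and Texas red; potency means the concentration at half of the fitted maximal effect; % of control where 0% means no effect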
Target sequence (P11308 whole entry, looked up, the tested form may be a part): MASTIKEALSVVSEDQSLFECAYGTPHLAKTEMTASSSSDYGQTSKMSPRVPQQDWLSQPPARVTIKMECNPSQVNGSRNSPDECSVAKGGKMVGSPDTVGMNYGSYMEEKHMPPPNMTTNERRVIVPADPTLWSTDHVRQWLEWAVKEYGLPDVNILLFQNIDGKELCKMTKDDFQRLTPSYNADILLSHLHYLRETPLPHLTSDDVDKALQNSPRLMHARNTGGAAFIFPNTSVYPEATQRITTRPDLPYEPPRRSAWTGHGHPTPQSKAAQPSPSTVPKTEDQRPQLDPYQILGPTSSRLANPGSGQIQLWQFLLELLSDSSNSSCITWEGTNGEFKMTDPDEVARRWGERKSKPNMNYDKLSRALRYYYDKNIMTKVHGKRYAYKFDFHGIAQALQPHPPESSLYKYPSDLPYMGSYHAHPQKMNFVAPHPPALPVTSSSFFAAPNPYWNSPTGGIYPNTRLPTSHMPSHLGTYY
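His-tagged ERG Ets domain (1 uM in the protein solution; 300mM KCl, 50mM Tris-HCl, 1mM EDTA, 1mM DTT, pH 7.5) received compound, then a probe mix of 5 nM fluorescein-DNA and 100nM Texas-615-DNA. Fluorescence polarization was read for both dyes.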
Pol iota inh: blocks human DNA polymerase iota activity; Pol iota fluorescent replication assay, 10 min; Potency, µM (top dose mostly 115 µM), for the others: at the top dose activity, negative = inhibition, hits mostly inhibitors; 390,000 compounds, 1% hits; AID 588590; further: potency means the concentration at half of the fitted maximal effect
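Pol iota at 10 nM preincubated 15 min with compounds at room temperature; reaction started with fluorescent substrate, 50 nM final. Fluorescence read kinetically at 0 and 10 min; buffer-only wells as negative control.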
ALOX12 inh: ALOX12 (human) lipoxygenase inhibition. P18054. purified 12hLO, xylenol orange hydroperoxide absorbance. Potency, µM (series often up to 108 µM), for the others: top-dose activity change, negative = inhibition, most hits filed as inhibitors. 580,000 compounds, 1.1% hits. AID 1671190; further: potency means the concentration at half of the fitted maximal effect; on the % scale 0 is the no-effect control and ±100 the full control effect
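Hydroperoxide product was detected by ferrous iron/xylenol orange as the 573 to 405 nm absorbance ratio. Arachidonic acid at 40 uM (final) was turned over for 30 min at room temperature by 150 nM human 12hLO, pH 7.0 Hepes buffer, after 15 min compound preincubation.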
BLM helicase inh: blocks DNA unwinding by human BLM helicase. P54132. recombinant BLM DNA unwinding, fluorescence dequenching. Potency, µM (series often up to 56.1 µM), for inactives: top-dose activity change, negative = inhibition, most hits filed as inhibitors. 350,000 compounds, 0.2% hits;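 further: potency means the concentration at half of the fitted maximal effect; plate controls were vehicle for no effect and no enzyme for full effect; nearly all actives have a fitted effect of over 35% in size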
POLB inh: DNA polymerase beta (human) inhibition; Pol beta primer extension/strand displacement, fluorescence kinetic; Potency, µM (titrated, usually from 114 µM), inactives show top-dose activity change, negative = inhibition, hits mostly inhibitors; 340,000 compounds, 1.3% hits; P06746; further: potency means the concentration at half of the fitted maximal effect; on the % scale 0 is the no-effect control and ±100 the full control effect
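Values derive from four-parameter Hill fits of normalized kinetic data: reads at 0 and 10 min following addition of 50 nM substrate to 10 nM Pol beta preincubated 15 min with compound.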
Anesthetic bind: binds horse apoferritin like a general anesthetic. 350,000 compounds, 0.074% hits. apoferritin/1-aminoanthracene competitive binding, fluorescence. P02791. AID 485281. Potency, µM (doses to about 77.5 µM), for inactives: at the highest dose activity change, negative = displacement, most hits filed as inhibitors; further: potency means the concentration at half of the fitted maximal effect; on the % scale 0 is the no-effect control and ±100 the full control effect; nearly all actives have a fitted effect of over 20% in size
Target sequence (P02791 2-175 limits assumed): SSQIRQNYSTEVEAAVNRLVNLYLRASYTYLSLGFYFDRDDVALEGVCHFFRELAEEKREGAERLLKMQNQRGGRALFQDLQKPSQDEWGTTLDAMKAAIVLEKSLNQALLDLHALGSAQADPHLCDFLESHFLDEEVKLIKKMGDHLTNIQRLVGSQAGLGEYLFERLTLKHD
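Probe: 1-aminoanthracene (50% saturated, PBS). Protein: horse-spleen apoferritin, 10 uM. Incubation: 10 min, room temperature. Detection: 380 nm excitation, 535 nm emission. Analysis: normalized response, four-parameter Hill.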
TRHR agonist: activates the human TRH receptor | P34981 | TRHR cells, calcium flux fluo-8, FDSS agonist mode | activation, % at 2 µM | 360,000 compounds, 0.18% hits | AID 493084; in the data active means activation above about 30%; further: 0% is about no effect
Target sequence (P34981 whole entry, looked up): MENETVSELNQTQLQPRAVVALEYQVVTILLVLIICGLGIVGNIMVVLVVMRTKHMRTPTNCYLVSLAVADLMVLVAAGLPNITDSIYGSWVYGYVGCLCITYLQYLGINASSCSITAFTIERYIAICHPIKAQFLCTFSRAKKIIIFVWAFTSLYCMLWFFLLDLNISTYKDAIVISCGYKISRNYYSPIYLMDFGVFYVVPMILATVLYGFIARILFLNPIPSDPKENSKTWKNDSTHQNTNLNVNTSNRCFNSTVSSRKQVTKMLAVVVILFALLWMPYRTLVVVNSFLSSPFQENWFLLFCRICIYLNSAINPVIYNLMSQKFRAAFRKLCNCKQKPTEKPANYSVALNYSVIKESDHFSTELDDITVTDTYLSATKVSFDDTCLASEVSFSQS
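Fluo-8-loaded TRHR cells; 10 s baseline, compound added, kinetic Ca2+ fluorescence read 1/s, agonist mode.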
* hit, by the source's call; ? = inconclusive; . = not tested or not shown; & = joins results of further samples; [ ] = another dose, or the depositor's remark. Unless noted, the call rests on the fitted dose curve; in most records, active means well fitted curve in the direction sought with a large enough effect; inconclusive means small, poorly fitted or top-dose-only effect, or another doubt; inactive means no such curve, though single readings can be large; an effect the other way counts as inactive or inconclusive.

Results follow in this order: APE1 inh | TRHR agonist | Anesthetic bind | BLM helicase inh | ALOX12 inh | POLB inh | ERG Ets-DNA blk | Pol iota inh | Pol kappa inh
> O=C(/C=C/c1ccccc1[N+](=O)[O-])NCc1cccnc1
 : -7% | 0.7 | 0% | -1% | -18% | 3% | 1% | 10% | -3%
> COc1ccc(C)cc1NC(=O)CCN1CCN(c2ccccc2F)CC1
 : 32% | -0.5 | -12% | -4% | ? | 2% | 0% | -17% | 1%
> CCOC(=O)C(C)Sc1nc2c(cnn2-c2ccc(F)cc2)c(=O)[nH]1 (stereo not given)
 : 14% | -0.1 | -3% | -2% | 12% | 19% | 0% | -10% | 6%
> Cc1ccccc1-c1cncnc1Nc1ccccc1
 : -2% | . | . | -1% | ? | . | . | . | 3%[60.1 µM]
> Cc1cc2c(cc1S(=O)(=O)N(CCN(C)C)Cc1ccco1)OCC(=O)N2
 : . | 0.6 | -5% | 4% | -18% | 8% | -3% | ? | -2%[60.1 µM]
> COC(=O)CNC(=O)CCCCC(=O)NCC(=O)OC
 : 26% | 1.2 | -5% | -8% | 9% | 38% | 0% | ? | 2%
> O=C(CSc1nnc(-c2ccc(C(F)(F)F)cn2)s1)c1ccc(Cl)cc1
 : 1% | -0.3 | -9% | -3% | 0% | 10% | 1% | 28% | -15%
> Cc1cc2c(cc1C)-c1nnnn1C(C)(C)C2
 : -2% | -0.5 | -4% | 3% | 10% | -1% | -15% | 34%[activator] | -3%
> Cc1c(CC(=O)NCCC(=O)O)c(=O)oc2cc3occ(-c4ccccc4)c3cc12
 : 15% | 0.8 | -10% | -5% | -12% | 5% | 2% | 20% | -2%
> CN(Cc1ccccc1)c1nc2c(c(=O)[nH]c(=O)n2C)n1Cc1ccccc1
 : -1% | -0.3 | -13% | 0% | ? | 24% | 4% | -4% | 6%
> CCOc1ccc2c(O)csc2c1
 : 3% | -0.5 | -10% | 0% | ? | 3% | -5% | -4% | -11%
> Cc1ccc(C(=O)Nc2nc(-c3ccco3)c(-c3ccco3)s2)o1
 : -1% | 0.7 | . | . | ? | . | -6% | ? | -31%
> Cc1cnc(C(=O)Nc2ccc(S(=O)(=O)NCC(C)C)cc2)cn1
 : 13% | 0.8 | -13% | -5% | -14% | 19% | 2% | 24% | 6%
> Cc1cccc(C)c1N1CCN(c2nc(N(C)C)oc(=O)c2C#N)CC1
 : -2% | 1.2 | -20% | -1% | -12% | 1% | 1% | 17% | -4%
> CCOc1ccccc1N1CCN(CC(=O)c2c(N)n(C)c(=O)n(C)c2=O)CC1
 : ? | -0.7 | 3% | 0% | -40% | 4% | ? | 46%[activator] | 5%
> CCCCCCCCCCCCCCCCn1cc[n+](CC(C)=O)c1
 : -1% | 2.9 | ? | -9% | . | 4% | -7% | 0% | 1%
> CCCCOP(=O)(c1ccc(N(C)C)cc1)C(O)c1cccnc1 (stereo not given)
 : -4% | 0.0 | -7% | -2% | 0% | 1% | -3% | 25% | -4%
> CCOC(=O)c1c(NC(=O)COC(=O)c2ccc(Cl)nc2)sc(C(=O)N(C)C)c1C
 : -8% | 0.1 | . | . | -14% | . | -7% | 32%[activator] | -10%
> Cc1ccc(S(=O)(=O)n2nc(C)c(S(=O)(=O)N3CCOCC3)c2C)cc1
 : 13% | 0.1 | -5% | 2% | -9% | 2% | 6% | -11% | -4%
> Cc1cc(N2CCCC2)nc2ccccc12
 : 4% | -0.1 | -9% | 1% | 5% | 0% | 6% | -2% | -5%
> COc1ccc(C2C(C#N)=C(N)Oc3n[nH]c(C)c32)cc1CSc1ccccn1 (stereo not given)
 : -1% | 0.5 | -13% | -13% | 0% | -1% | -3% | ? | 0%
> COCCn1nnnc1C(c1ccccc1OC)N1CCN(c2ccccc2F)CC1 (stereo not given)
 : -5% | -0.1 | -20% | -1% | ? | 1% | -6% | -12% | -12%
> Cc1cccc(C(C)C)c1NC(=O)c1ccc(OCC2CCCO2)cc1 (stereo not given)
 : -8% | . | . | . | 1% | . | 3% | 36%[activator] | -11%
> Cc1ccc(O)c(NC(=O)c2cccc(S(=O)(=O)N3CCCCC3)c2)c1
 : -4% | -0.5 | -23% | -6% | 7% | -20% | 0% | 2% | -24%
> O=C1NCCSC1c1ccccc1 (stereo not given)
 : . | . | . | . | 19% | . | -9% | 48%[activator] | -3%
> CC(=O)N1N=C(c2ccc(C)cc2)OC1c1ccc(C(C)C)cc1 (stereo not given)
 : -3% | 0.5 | -20% | -8% | -11% | 14% | -8% | 29% | 3%
> Cc1ccc(-n2nc3c(N4CCCC(C(=O)NCc5ccc(Cl)cc5)C4)nnc(C)c3c2C)cc1 (stereo not given)
 : . | -0.8 | 5% | -4% | 4% | 8% | 0% | 28% | 3%
> C/C(=N/NC(=O)CNC(=O)c1cccs1)c1ccco1
 : 0% | 0.4 | 5% | -4% | 28% | 2% | -17% | 172%[activator] | -3%
> O=c1[nH]c2ccc(S(=O)(=O)N3CCCC3)cc2[nH]1
 : 9% | 0.1 | 1% | 0% | -3% | 3% | 4% | 6% | 5%
> CCCCNC(=O)CCn1c(=S)[nH]c2cc3c(cc2c1=O)OCO3
 : 6% | . | 3% | -1% | 0% | 50% | 0% | 22% | 0%
> CCC1CCCCN1C1Sc2ccc(C(=O)OC)cc2NC1=O (stereo not given)
 : 10% | 0.8 | -8% | -4% | -45% | 26% | -5% | -5% | -5%
> COc1ccc(C(=O)OCC(=O)N(C)C2CCS(=O)(=O)C2)cc1S(=O)(=O)N1CCCc2ccccc21 (stereo not given)
 : 2% | 0.0 | -23% | -3% | -9% | 13% | -9% | 19% | -9%
> FC(F)(F)c1cc(Cl)c2nc(-c3ccccc3)cn2c1
 : 0% | . | -12% | -2% | 0% | -8% | 6% | -9% | -6%
> CCOc1ccccc1NC(=O)Cn1c(=O)n(-c2ccc(C)cc2)c(=O)c2c1cnn2C
 : . | -0.1 | -1% | 0% | 0% | 15% | -8% | 0% | 8%
> O=C1COc2ccc(C(=O)CSc3nnc(Cc4cccs4)n3-c3ccccc3)cc2N1
 : 3% | -0.7 | ? | 1% | 3% | 33% | 2% | 2% | -8%
> O=C(C(=O)N1CCN(C(=O)c2ccco2)CC1)c1c[nH]c2ccccc12
 : -3% | 0.0 | -7% | 1% | -4% | 1% | 3% | 39% | -6%
> O=C(NCC1COc2ccccc2O1)c1cc(S(=O)(=O)N2CCOCC2)c(Cl)cc1Cl (stereo not given)
 : 1% | 0.0 | . | . | ? | . | 8% | 14% | -15%
> Cc1cccc(N2CCN(C(=O)c3cccc(N4C(=O)C5C6C=CC(C6)C5C4=O)c3)CC2)c1C (stereo not given)
 : 23% | 0.7 | 0% | -4% | -14% | -2% | 2% | 35%[activator] | 3%
> Cc1ccc(N/C=C/C(=O)c2ccco2)c(O)c1
 : -4% | 3.4 | -1% | -1% | 20% | 3% | -3% | -3% | 1%
> CC1=C(C(=O)O)N2C(=O)C(NC(=O)c3ccc(F)cc3)C2SC1 (stereo not given)
 : -5% | 0.3 | . | . | ? | . | 3% | -20% | -1%
> CCC(=O)N1CCN(c2ccc(NC(=O)c3ccc(C#N)cc3F)cc2Cl)CC1
 : 0% | 0.9 | -9% | 1% | 2%&-1% | -9% | 5% | 54%[activator] | 9%
> CC(=O)Nc1cccc(/C(C)=N/NS(=O)(=O)c2ccccc2)c1
 : -1% | 0.3 | -16% | -1% | -10% | 10% | 4% | -15% | -9%
> N/C(=N\OC(=O)c1cccc2ccccc12)c1ccncc1
 : -3% | -0.6 | 1% | -10% | 12% | 0% | -2% | 22% | -4%

Entries listed so far that have a halogen:
Results follow in this order: APE1 inh | TRHR agonist | Anesthetic bind | BLM helicase inh | ALOX12 inh | POLB inh | ERG Ets-DNA blk | Pol iota inh | Pol kappa inh
> COc1ccc(C)cc1NC(=O)CCN1CCN(c2ccccc2F)CC1
 : 32% | -0.5 | -12% | -4% | ? | 2% | 0% | -17% | 1%
> CCOC(=O)C(C)Sc1nc2c(cnn2-c2ccc(F)cc2)c(=O)[nH]1 (stereo not given)
 : 14% | -0.1 | -3% | -2% | 12% | 19% | 0% | -10% | 6%
> O=C(CSc1nnc(-c2ccc(C(F)(F)F)cn2)s1)c1ccc(Cl)cc1
 : 1% | -0.3 | -9% | -3% | 0% | 10% | 1% | 28% | -15%
> CCOC(=O)c1c(NC(=O)COC(=O)c2ccc(Cl)nc2)sc(C(=O)N(C)C)c1C
 : -8% | 0.1 | . | . | -14% | . | -7% | 32%[activator] | -10%
> COCCn1nnnc1C(c1ccccc1OC)N1CCN(c2ccccc2F)CC1 (stereo not given)
 : -5% | -0.1 | -20% | -1% | ? | 1% | -6% | -12% | -12%
> Cc1ccc(-n2nc3c(N4CCCC(C(=O)NCc5ccc(Cl)cc5)C4)nnc(C)c3c2C)cc1 (stereo not given)
 : . | -0.8 | 5% | -4% | 4% | 8% | 0% | 28% | 3%
> FC(F)(F)c1cc(Cl)c2nc(-c3ccccc3)cn2c1
 : 0% | . | -12% | -2% | 0% | -8% | 6% | -9% | -6%
> O=C(NCC1COc2ccccc2O1)c1cc(S(=O)(=O)N2CCOCC2)c(Cl)cc1Cl (stereo not given)
 : 1% | 0.0 | . | . | ? | . | 8% | 14% | -15%
> CC1=C(C(=O)O)N2C(=O)C(NC(=O)c3ccc(F)cc3)C2SC1 (stereo not given)
 : -5% | 0.3 | . | . | ? | . | 3% | -20% | -1%
> CCC(=O)N1CCN(c2ccc(NC(=O)c3ccc(C#N)cc3F)cc2Cl)CC1
 : 0% | 0.9 | -9% | 1% | 2%&-1% | -9% | 5% | 54%[activator] | 9%

This is a subset; count on the stated rates, not on these rows.
